# FadD28 binding: inhibitors of Mycobacterium tuberculosis FadD28 bisubstrate binding. FadD28 bisubstrate probe binding, fluorescence polarization. inhibition, % at 12.5 µM. 0.22% of 360,000 active; in the data active = inhibition above about 8.5%, passing the limit was not always enough; inconclusive = no clear call, values can overlap the other calls
# Mtb FBA inh: inhibitors of M. tuberculosis fructose-bisphosphate aldolase | 2.3% of 360,000 active | AID 588726 | P9WQA3 | purified M. tuberculosis FBA, fluorescence read-out | inhibition, % at 1 µM; in the data active = inhibition above about 27%;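 also: 0% = vehicle and 100% = reference inhibitor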
# Rv3671c protease: Rv3671c (M. tuberculosis) protease inhibition; P9WHR9; inhibition, % at 5.96 µM; 0.048% of 320,000 active; AID 2606; in the data active = inhibition above about 38%;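 also: extracellular domain of Rv3671c used as enzyme; 0% = enzyme with DMSO and 100% = no enzyme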
# Target sequence (P9WHR9 whole entry, looked up, the tested form may be a part): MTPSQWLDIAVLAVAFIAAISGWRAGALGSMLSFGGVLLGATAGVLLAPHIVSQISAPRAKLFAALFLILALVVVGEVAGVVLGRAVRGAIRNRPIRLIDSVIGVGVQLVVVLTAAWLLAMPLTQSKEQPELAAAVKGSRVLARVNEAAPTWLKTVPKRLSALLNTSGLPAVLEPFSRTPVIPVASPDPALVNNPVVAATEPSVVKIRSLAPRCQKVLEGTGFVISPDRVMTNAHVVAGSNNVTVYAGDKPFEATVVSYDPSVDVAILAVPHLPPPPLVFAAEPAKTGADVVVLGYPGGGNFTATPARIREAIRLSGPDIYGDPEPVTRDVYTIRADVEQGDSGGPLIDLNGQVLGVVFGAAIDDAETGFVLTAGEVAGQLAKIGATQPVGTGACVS
# MazF activator: activators of E. coli MazEF toxin-antitoxin RNase; 0.32% of 350,000 active; activation, % at 20 µM; P0AE70; FAM/BHQ RNA-DNA oligo cleavage fluorescence, 5 h; in the data active = activation above about 50%
# Target sequence (P0AE70 whole entry, looked up): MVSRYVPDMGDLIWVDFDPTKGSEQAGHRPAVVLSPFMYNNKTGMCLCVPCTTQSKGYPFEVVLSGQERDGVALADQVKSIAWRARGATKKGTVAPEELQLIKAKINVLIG
# GDH-TPI inh: GDH-TPI coupled enzyme inhibition counter-screen; 1.2% of 360,000 active; AID 588335; GDH-TPI coupled enzyme counterscreen, NADH absorbance; inhibition, % at 4.8 µM; in the data active = inhibition above about 30%;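 also: 0% = DMSO wells and 100% = wells lacking the enzyme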
# BoNT F protease: blocks Botulinum neurotoxin F light chain protease; Multiplex microsphere protease cleavage assay, flow cytometry; 0.22% of 360,000 active; inhibition, % at 10 µM; in the data active = inhibition above about 35%, passing the limit was not always enough; inconclusive = no clear call, values can overlap the other calls; also: plate controls were buffer without enzyme for full effect and enzyme alone for no effect
# Mtb BioA inh: BioA (M. tuberculosis) enzyme inhibition; 0.096% of 360,000 active; purified M. tuberculosis BioA enzyme, plate reader; inhibition, % at 9.99 µM; in the data active = inhibition above about 40%; inconclusive = no clear call, values can overlap the other calls
# UGM FP inh: inhibitors of M. tuberculosis UDP-galactopyranose mutase | P9WIQ1 | purified UGM, fluorescence polarization probe displacement | inhibition, % at 10 µM | 0.06% of 320,000 active | AID 504406; in the data active = inhibition above about 10%, passing the limit was not always enough; inconclusive = no clear call, values can overlap the other calls
# Target sequence (P9WIQ1 whole entry, looked up): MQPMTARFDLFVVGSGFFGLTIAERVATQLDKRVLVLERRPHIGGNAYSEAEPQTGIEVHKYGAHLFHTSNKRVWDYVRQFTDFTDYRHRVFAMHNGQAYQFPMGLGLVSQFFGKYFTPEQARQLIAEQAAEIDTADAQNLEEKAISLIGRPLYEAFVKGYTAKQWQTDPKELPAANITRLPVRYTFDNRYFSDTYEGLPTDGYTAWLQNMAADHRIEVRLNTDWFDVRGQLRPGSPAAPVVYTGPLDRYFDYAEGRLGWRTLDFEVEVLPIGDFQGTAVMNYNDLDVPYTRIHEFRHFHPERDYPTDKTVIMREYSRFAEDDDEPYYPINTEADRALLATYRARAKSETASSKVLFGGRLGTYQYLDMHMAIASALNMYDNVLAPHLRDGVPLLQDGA
# PrPC TRFRET: inhibitors of human cell surface prion protein PrPC | P04156 | TR-FRET read-out | inhibition, % at 13.8 µM | 0.43% of 370,000 active | AID 720596; in the data active = inhibition above about 24%; also: 0% = median of the test wells and 100% = reference compound wells
# An asterisk follows results filed as active; ? = inconclusive; · = not tested or not shown. Not a hit list; overall some 4.8% were active at least once.
cpd	SMILES	FadD28 binding	Mtb FBA inh	Rv3671c protease	MazF activator	GDH-TPI inh
1	O=C(c1ccc(N2C(=O)C3C4c5ccccc5C(c5ccccc54)C3C2=O)cc1)N1CCOCC1 (stereo not given)	-0.2	1	-2	-4	9
2	CN1CCN(Cc2nc3ccccc3c(=O)[nH]2)CC1	-0.6	1	1	-5	10
3	CCOc1cc(C2C(C(=O)OC)=C(C)N=C3SCCC(=O)N32)ccc1OC(C)=O (stereo not given)	-2.3	0	-2	-2	20
4	COc1ccc2oc(=O)c(C(=O)NCc3ccco3)cc2c1	0.3	65*	4	0	20
5	Cc1ccc(S(=O)(=O)Nc2nonc2C)cc1	-4.6	-1	-6	6	-4
6	Cc1nn(Cc2ccc(Cl)c(Cl)c2)c(C)c1NC(=O)c1noc2c1CCCCC2	1.1	-2	0	11	19
7	OC(CN1CCN(c2ncc(C(F)(F)F)cc2Cl)CC1)c1ccccc1 (stereo not given)	-2.0	-1	2	-5	13
8	Cc1nn2c3c(cnc2c1-c1ccc(Cl)cc1)C(=O)CC(c1ccco1)C3 (stereo not given)	-2.8	3	-5	-2	-3
9	C=CCC(NC(C)c1ccccc1)c1ccco1 (stereo not given)	-1.3	-2	8	-5	5
10	CC(C)(C)c1ccc(NC(=O)C2CCCN(c3cnccn3)C2)cc1 (stereo not given)	-0.2	7	-7	9	3
11	Cn1c(CNC(=O)OC(C)(C)C)nnc1SCC(=O)N1CCOCC1	-2.8	0	11	-3	4
12	CC(C)(C)c1ccc(S(=O)(=O)NCC(=O)Nc2ccc(-c3nc4ccccc4s3)cc2)cc1	-1.5	12	-9	-7	14

cpd	BoNT F protease	Mtb BioA inh	UGM FP inh	PrPC TRFRET
1	-8	0.6	0.5	-4
2	4	·	-2.6	-2
3	1	-0.2	-1.1	-6
4	0	-2.3	-1.5	1
5	0	0.7	-2.7	-4
6	-9	-2.7	1.6	-4
7	25	0.6	-1.6	5
8	9	-0.7	-1.2	-3
9	-3	-1.3	0.3	2
10	-5	0.7	-2.7	9
11	-2	·	-3.8	4
12	-4	-0.4	0.5	6

# The list continues:
cpd	SMILES	FadD28 binding	Mtb FBA inh	Rv3671c protease	MazF activator	GDH-TPI inh
13	CCOc1cc(N2CCOCC2)c(OCC)cc1NC(=O)COC(=O)/C=C/c1ccc(OC(F)F)cc1	-5.0	-4	-2	-3	1
14	COc1cc2c(cc1OC)CN(C(=O)Cc1c(F)cccc1Cl)CC2	-0.8	-5	-3	1	6
15	CC(C)(C)NC(=O)NC(=O)COC(=O)c1ccc(OC(F)(F)F)cc1	1.0	8	-13	-2	-1
16	COc1cccc(NC(=O)CN(C)CC(=O)Nc2ccc(Br)cc2)c1	-5.4	1	-4	0	2
17	CC(C)OCCCn1c(=S)[nH]c2cc3c(cc2c1=O)OCO3	-0.7	6	1	4	20
18	O=P(Nc1ccccc1)(Nc1ccccc1)c1ccccc1	-0.7	2	·	1	12
19	COc1cc(OC)cc(C(=O)NCCn2ccc3ccccc32)c1	2.0	-3	-1	1	0
20	O=C(COC(=O)c1cc(=O)[nH]c2ccccc12)Nc1ccc(Cl)cn1	0.8	2	-2	-2	11
21	CC(NC(=O)C(=O)NN=C1CCC(C(C)(C)C)CC1)c1ccccc1 (stereo not given)	-3.0	-1	2	-4	-1
22	O=C(COc1ccccc1)Nc1cccc(-c2nc3cc4ccccc4cc3[nH]2)c1	-2.9	72*	-187	9	29
23	COCCn1cnnc1SCC(=O)Nc1sccc1C(N)=O	-3.6	-1	2	5	2
24	Cc1c(CCOC(=O)C23CC4CC(CC(C4)C2)C3)sc[n+]1CC#N	-0.7	5	1	-6	1

cpd	BoNT F protease	Mtb BioA inh	UGM FP inh	PrPC TRFRET
13	-7	-2.8	-0.2	-4
14	-2	2.0	0.0	4
15	-1	·	5.5	-4
16	-1	·	-1.0	3
17	-4	-10	1.2	-1
18	0	·	·	-4
19	4	1.3	4.7	9
20	8	-1.6	1.8	-5
21	-14	-1.3	-1.7	2
22	-13	-0.1	-0.5	-14
23	4	·	-1.5	-2
24	10	·	-0.6	6

# Continued.
cpd	SMILES	FadD28 binding	Mtb FBA inh	Rv3671c protease	MazF activator	GDH-TPI inh
25	COc1ccc(NC(=O)Nc2cc3oc4ccccc4c3cc2OC)cc1	-0.5	3	-2	9	11
26	Cn1nnnc1Sc1ncnc2scc(-c3ccc(Br)cc3)c12	-3.0	2	-7	11	12
27	CCOC(=O)c1c(C)[nH]c(C(=O)COC(=O)CCC(=O)c2ccc3c(c2)OCCO3)c1C	-4.5	-2	-22	0	0
28	c1ccc2c(c1)nc(N1CCOCC1)c1nnnn12	-1.0	1	6	-43	-3
29	CC(=O)c1ccc2c(c1)OCO2	-1.2	1	-7	-4	3
30	COC(=O)Cn1c(=NC(=O)c2ccc(S(=O)(=O)N3CCc4ccccc4C3)cc2)sc2cc(OC)ccc21	-0.8	4	-14	-9	12
31	O=C(Cn1cnc2scc(-c3ccccc3)c2c1=O)NCc1ccco1	-5.3	-3	-11	7	-2
32	CC1=C(C(=O)OC2CCCCCCC2)C(c2ccc(O)cc2)NC(=O)N1 (stereo not given)	-4.2	0	1	-1	-10
33	COc1cccc(C2CCCN2Cc2nc(-c3sccc3C)oc2C)c1 (stereo not given)	-1.7	5	-3	-18	0
34	COc1cccc(CN(C)C(=O)c2ccc3nccnc3c2)c1	-0.4	8	-8	-1	-3
35	CCC(CC)c1nnc(NC(=O)C2CCCO2)s1 (stereo not given)	-1.3	5	1	2	-3
36	COC(=O)C1=C(c2cccc(OC)c2OC)C[C@@H]2CC[C@H]1N2C(=O)NCCS(C)=O (stereo not given in full)	-0.6	2	-11	2	-3

cpd	BoNT F protease	Mtb BioA inh	UGM FP inh	PrPC TRFRET
25	-2	-1.8	-0.2	16
26	-7	1.8	4.6	25*
27	-6	·	-1.9	3
28	4	-2.0	0.8	4
29	-3	-1.1	2.6	4
30	-9	·	1.3	4
31	1	·	-0.3	-3
32	4	2.3	1.0	-7
33	2	·	1.4	-1
34	-15	-3.4	0.6	-8
35	0	·	-1.8	4
36	-6	-1.0	1.4	-5

# Numbers 25 to 28 of the list above:
cpd	SMILES	FadD28 binding	Mtb FBA inh	Rv3671c protease	MazF activator	GDH-TPI inh
25	COc1ccc(NC(=O)Nc2cc3oc4ccccc4c3cc2OC)cc1	-0.5	3	-2	9	11
26	Cn1nnnc1Sc1ncnc2scc(-c3ccc(Br)cc3)c12	-3.0	2	-7	11	12
27	CCOC(=O)c1c(C)[nH]c(C(=O)COC(=O)CCC(=O)c2ccc3c(c2)OCCO3)c1C	-4.5	-2	-22	0	0
28	c1ccc2c(c1)nc(N1CCOCC1)c1nnnn12	-1.0	1	6	-43	-3

cpd	BoNT F protease	Mtb BioA inh	UGM FP inh	PrPC TRFRET
25	-2	-1.8	-0.2	16
26	-7	1.8	4.6	25*
27	-6	·	-1.9	3
28	4	-2.0	0.8	4

# (more compounds)
cpd	SMILES	FadD28 binding	Mtb FBA inh	Rv3671c protease	MazF activator	GDH-TPI inh
37	CCc1nc2nc(C)c(NS(=O)(=O)c3ccc(F)cc3)c(=O)n2[nH]1	-1.5	2	8	9	2
38	O=C(Nc1cccc(N2C(=O)C3CCCCC3C2=O)c1)c1ccccc1 (stereo not given)	-3.3	2	-3	2	1
39	Cc1cc(C)cc(N2C(=O)NC(=O)/C(=C/c3cccn3-c3ccc(Cl)cc3)C2=O)c1	-2.6	1	-4	-14	2
40	COCC(=O)N(C)[C@H]1C[C@H]2c3cc(-c4ccccc4)ccc3CCN2C(=O)[C@H]1[C@H](C)O	-2.8	-2	·	2	-4
41	Cc1cc2nc(C3CCN(C(=S)NCCCOC(C)C)CC3)[nH]c2cc1C	-4.8	-1	-8	0	4
42	O=C(Nc1ccc(Cl)cc1)Nc1cccc2nsnc12	-4.9	-1	-51	20	-11
43	Cc1cc(Br)c(NC(=O)CN2C(=O)NC3(CCOc4ccccc43)C2=O)c(Br)c1 (stereo not given)	-2.3	3	·	3	-2
44	COc1ccc(C(=O)N/C(=C\c2cn(S(=O)(=O)N(C)C)c3ccccc23)C(=O)NCCCN2CCOCC2)cc1	-3.1	-3	-2	10	3
45	CN(C)S(=O)(=O)c1ccc(C(=O)NCC(C)(C)N2CCOCC2)cc1	-1.8	2	-3	9	-3
46	COc1ccc(N2C(=O)C(CC(=O)Nc3ccccc3)N(Cc3ccccn3)C2=S)cc1 (stereo not given)	-1.0	4	2	-5	0
47	CCC(C)c1ccc(NC(=S)NCc2cccnc2)cc1 (stereo not given)	2.1	0	1	2	-1
48	O=C(NC1CCCCC1)c1ccc(S(=O)(=O)N2CCOCC2)cc1	-0.6	5	-1	-7	-4

cpd	BoNT F protease	Mtb BioA inh	UGM FP inh	PrPC TRFRET
37	5	1.2	-2.7	2
38	10	3.2	0.5	0
39	-3	·	-0.7	10
40	0	1.1	·	-7
41	-3	·	0.0	-6
42	?	-1.5	0.9	5
43	-9	0.8	·	11
44	-4	·	0.4	-6
45	-3	0.0	8.0	10
46	-5	0.2	-0.1	-4
47	-9	8.3	-0.3	4
48	-14	0.5	-2.8	8

# Continued, starting with the last five of the part before.
cpd	SMILES	FadD28 binding	Mtb FBA inh	Rv3671c protease	MazF activator	GDH-TPI inh
44	COc1ccc(C(=O)N/C(=C\c2cn(S(=O)(=O)N(C)C)c3ccccc23)C(=O)NCCCN2CCOCC2)cc1	-3.1	-3	-2	10	3
45	CN(C)S(=O)(=O)c1ccc(C(=O)NCC(C)(C)N2CCOCC2)cc1	-1.8	2	-3	9	-3
46	COc1ccc(N2C(=O)C(CC(=O)Nc3ccccc3)N(Cc3ccccn3)C2=S)cc1 (stereo not given)	-1.0	4	2	-5	0
47	CCC(C)c1ccc(NC(=S)NCc2cccnc2)cc1 (stereo not given)	2.1	0	1	2	-1
48	O=C(NC1CCCCC1)c1ccc(S(=O)(=O)N2CCOCC2)cc1	-0.6	5	-1	-7	-4
49	CCN1CCN(C(=O)c2ccc3c(c2)c(C)c(C)n3Cc2ccccc2)CC1	1.2	0	-2	-4	-6
50	CCOc1ccc2[nH]c(=O)c(CN(CCN3CCCC3)C(=S)Nc3ccccc3OC)cc2c1	-3.2	2	-4	7	-1
51	Nc1n[nH]c(C(F)(F)F)c1-c1ccccc1	-1.6	1	-7	3	-2
52	Cc1ccc(S(=O)(=O)N2[C@@H](c3ccc(F)cc3)C(C(=O)O)=C[C@H]2CC2CCCC2)cc1	0.3	2	-7	4	12
53	Cn1ncc(Cl)c1C(=O)Nc1cc(C(F)(F)F)ccc1F	-3.4	3	-6	-1	-10
54	CCOc1ccccc1C(=O)Nc1ccccc1C(N)=O	-0.9	-2	3	1	4
55	CC1(C(=O)NCc2cccs2)CCN1CCc1ccccc1 (stereo not given)	-1.5	0	·	·	2
56	c1ccc(Cc2noc(CN3CCN(Cc4ccc5c(c4)OCO5)CC3)n2)cc1	1.3	3	-4	-20	-3
57	CNc1oc(-c2ccccc2Cl)nc1P(=O)(c1ccccc1)c1ccccc1	0.0	4	2	-2	11
58	CCOC(=O)C1CCN(S(=O)(=O)c2ccc3c(c2)N(C(C)=O)CC(C)S3)CC1 (stereo not given)	-0.8	3	-10	-2	2
59	COc1ccc(OC)c(-c2c(=O)n(OCc3ccccc3Br)c3ccccc3[n+]2[O-])c1	-2.8	-1	0	0	11

cpd	BoNT F protease	Mtb BioA inh	UGM FP inh	PrPC TRFRET
44	-4	·	0.4	-6
45	-3	0.0	8.0	10
46	-5	0.2	-0.1	-4
47	-9	8.3	-0.3	4
48	-14	0.5	-2.8	8
49	-2	7.7	0.0	3
50	-9	·	-1.8	3
51	-5	0.1	-1.1	1
52	-9	4.6	1.5	2
53	-5	-1.0	2.5	3
54	2	-0.5	-0.4	-4
55	-2	3.1	·	-2
56	-3	·	-2.4	-5
57	-11	·	-1.6	4
58	-1	3.9	-1.0	4
59	-10	·	0.7	-3

# Screening data: PubChem, several laboratories
